# Screens deposited in PubChem BioAssay by several laboratories.
# DAGLB inh: diacylglycerol lipase beta (human) inhibition; Q8NCG7; HEK293T DAGLB membrane lysate, EnzChek fluorogenic substrate; inhibition, % at 5.17 µM; 340,000 tested, 0.059% active; in the data active means inhibition above about 34%;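 further: 0% = enzyme with vehicle and 100% = wells lacking enzyme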
# NSD2 inh: NSD2 (human) methyltransferase inhibition; O96028; NSD2 peptide methylation, AlphaScreen, 120 min; inhibition, % at 12.5 µM; 310,000 tested, 0.54% active; AID 743445; in the data active means inhibition above about 50%
# Target sequence (O96028 whole entry, looked up): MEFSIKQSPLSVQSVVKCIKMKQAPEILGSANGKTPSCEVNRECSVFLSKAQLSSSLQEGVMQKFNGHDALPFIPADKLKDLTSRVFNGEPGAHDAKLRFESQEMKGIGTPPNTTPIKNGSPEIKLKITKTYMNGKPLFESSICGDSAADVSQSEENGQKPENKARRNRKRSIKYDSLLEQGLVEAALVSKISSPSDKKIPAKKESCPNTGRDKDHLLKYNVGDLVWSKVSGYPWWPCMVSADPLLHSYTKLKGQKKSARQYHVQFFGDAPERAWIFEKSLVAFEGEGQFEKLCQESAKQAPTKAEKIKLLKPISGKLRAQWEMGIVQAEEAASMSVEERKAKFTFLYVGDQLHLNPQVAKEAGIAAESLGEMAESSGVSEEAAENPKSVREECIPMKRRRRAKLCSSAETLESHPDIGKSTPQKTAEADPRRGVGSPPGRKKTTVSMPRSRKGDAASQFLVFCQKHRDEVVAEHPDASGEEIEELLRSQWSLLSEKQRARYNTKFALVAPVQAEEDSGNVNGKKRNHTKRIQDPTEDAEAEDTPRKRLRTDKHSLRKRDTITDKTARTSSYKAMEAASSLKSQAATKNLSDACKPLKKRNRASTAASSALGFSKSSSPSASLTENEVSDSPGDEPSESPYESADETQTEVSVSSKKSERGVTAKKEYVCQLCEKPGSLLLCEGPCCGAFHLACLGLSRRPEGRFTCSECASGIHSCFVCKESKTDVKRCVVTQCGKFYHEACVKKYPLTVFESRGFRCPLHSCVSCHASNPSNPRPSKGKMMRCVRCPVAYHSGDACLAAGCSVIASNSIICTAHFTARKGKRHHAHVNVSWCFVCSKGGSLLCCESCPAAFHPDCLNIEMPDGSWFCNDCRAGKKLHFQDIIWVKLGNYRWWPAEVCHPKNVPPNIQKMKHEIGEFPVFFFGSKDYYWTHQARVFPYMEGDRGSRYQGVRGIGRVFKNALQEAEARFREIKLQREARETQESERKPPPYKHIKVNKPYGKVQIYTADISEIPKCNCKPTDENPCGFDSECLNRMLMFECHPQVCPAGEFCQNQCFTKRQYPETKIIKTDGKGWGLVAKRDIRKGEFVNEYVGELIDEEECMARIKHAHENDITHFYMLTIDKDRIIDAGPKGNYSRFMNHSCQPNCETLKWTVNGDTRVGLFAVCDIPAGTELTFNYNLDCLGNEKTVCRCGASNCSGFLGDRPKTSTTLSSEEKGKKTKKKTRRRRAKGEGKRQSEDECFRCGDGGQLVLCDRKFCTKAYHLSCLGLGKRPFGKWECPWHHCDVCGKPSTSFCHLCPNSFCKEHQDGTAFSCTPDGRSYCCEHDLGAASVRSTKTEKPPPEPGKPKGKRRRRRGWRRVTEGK
# SR-BI DiI-HDL act: SR-BI HDL lipid transfer activation. CHO ldlA[mSR-BI] cells, DiI-HDL uptake fluorescence, 3 h; 100 = double the neutral-control signal. activation, % at 12.5 µM. 320,000 tested, 0.096% active. AID 504775;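 active means mean replicate activation of at least 60% and every replicate at or above 60%; inconclusive means mean or all-replicate condition met, but not both; inactive means mean below 60% and not all replicates reaching 60%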;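 further: 0% = median plate neutral-control signal and 100% = twice that signal; values of inactives mirror those of a sister screen read the other way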
#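 Test system: SR-BI-overexpressing, LDLR-lacking CHO cells; Also added: labelled HDL, 10 µg/mL; Measured by: bottom-read cell fluorescence after medium removal, ex 550/em 595 nm; Timing: 3 h uptake period with compound, 37 °C; Buffer or medium: F12, 0.5% BSA, 25 mM HEPES; Doses: single compound concentration, delivered by pin transfer.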
# LANA DNA inh: KSHV C-LANA DNA binding inhibition; MBP-C-LANA/FAM-LBS DNA binding, fluorescence polarization; 340,000 tested, 0.078% active; inhibition, % at 9 µM;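 active means highest replicate inhibition at or above 60% at 9 µM, even if other replicates fall short; inactive means all replicates below 60% inhibition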;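 further: 0% = neutral control wells and 100% = 4 µM acridine orange control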
# Arr AP2 block: human beta-arrestin and AP2 interaction inhibition; inhibition, % at 10 µM; FITC-arrestin peptide / GST-AP2 beads, flow cytometry; AP2 beta2 appendage carries R879A mutation; 340,000 tested, 0.31% active;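 active means inhibition above a set limit, near 3 SD of compounds lacking own fluorescence, cut at about 54% in these data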;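 further: plate controls were DMSO wells for no effect and 5 µM unlabelled arrestin peptide for full effect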
#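 System: GST-AP2 R879A glutathione beads; medium: PBS, Tween 20 0.05%, BSA 0.1%; reagent: fluorescein-tagged arrestin peptide at 50 nM final; schedule: pre-incubation 12 min, peptide binding 1 h, room temperature; detection: flow cytometry, FL1 (488/535 nm); read-out: inhibition as reduced fluorescein signal on beads, percent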
# PKA-R2B activ: activates the human PKA-R2B holoenzyme complex. P22694+P31323. PKA-R2B holoenzyme dissociation, Cy5-IP20 fluorescence polarization; R2B truncated from residue 108, S112A mutant; 0% DMSO only, 100% 113 µM cGMP. activation, % at 11.4 µM. 340,000 tested, 0.079% active;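 active means activation above a cutoff set at the mean over all compounds plus 3 SD, cut at about 18% in these data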;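 further: higher means more holoenzyme dissociation and a rise in polarization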
# RTF Ca sens inh: cardiac RTF calcium desensitization; P19429+P45379; IANBD-labeled cardiac RTF, Ca2+ fluorescence; inhibition, % at 7.15 µM; 340,000 tested, 0.12% active; AID 493244;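 active means inhibition above the mean inhibition of all tested compounds plus 3 SD, cut at about 17% in these data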;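 further: assay run at fixed EC70 calcium of 1.6 mM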
# PvdQ inh: P. aeruginosa PvdQ acylase inhibition; 340,000 tested, 0.063% active; inhibition, % at 10 µM; purified PvdQ acylase, fluorescence plate reader; in the data active means inhibition above about 30%, passing the limit was not always enough; inconclusive means no clear call, values can overlap the other calls;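 further: 0% = vehicle neutral wells and 100% = reference inhibitor wells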
# SR-BI HDL uptake: inhibitors of mouse SR-BI mediated HDL lipid uptake. Q61009. ldlA[mSR-BI] CHO cells, DiI-HDL uptake fluorescence, 3 h. inhibition, % at 12.5 µM. 320,000 tested, 0.96% active. AID 488896;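 active means mean replicate inhibition of at least 70% and a set share of replicates each scoring 70 or more; inconclusive means meets just one of the two criteria; inactive means fails both criteria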;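 further: 0% = median of neutral control wells and 100% = median of positive control wells; values of inactives mirror those of a sister screen read the other way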
# Keap1 Nrf2 FP: Keap1-Nrf2 (human) interaction inhibition | AID 504523 | 340,000 tested, 0.15% active | Q14145 | Keap1 Kelch-Nrf2 peptide fluorescence polarization, 1536-well | inhibition, % at 9.4 µM; in the data active means inhibition above about 12%; inconclusive means no clear call, values can overlap the other calls; inactive means below about 7.3%;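 further: human Keap1 Kelch domain with fluorescein labeled Nrf2 9mer peptide probe; 0% = neutral control wells and 100% = peptide positive control; higher means more block of Keap1 binding to Nrf2 peptide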
# Active calls of the source: *; u = inconclusive; x = no result given.
SMILES,DAGLB inh,NSD2 inh,SR-BI DiI-HDL act,LANA DNA inh,Arr AP2 block,PKA-R2B activ,RTF Ca sens inh,PvdQ inh,SR-BI HDL uptake,Keap1 Nrf2 FP
O=C(O)CCCCCNC(=O)CSc1nnc(-c2ccco2)n1-c1ccccc1,-2,-3,13,-1.8,1,-2,-26,-8,-13,-2
O=C(NCc1ccco1)c1cc2n(n1)C(C(F)(F)F)CC(c1ccc(Br)cc1)N2 (stereo not drawn),1,1,2,-2.2,-3,-8,-6,-16,-2,-5
CSC1=NC(C)(C)CC2(C)Nc3ccccc3N12 (stereo not drawn),-3,10,3,-0.3,32,-4,-9,-1,-3,0
COc1ccc(CNc2nc(-c3ccccc3)nn2C(=O)c2ccc([N+](=O)[O-])cc2)cc1,-1,-1,-11,-0.5,5,-3,-1,2,11,0
C=CCn1c(-c2ccc(C)cc2)nc2ccccc21,-2,-2,-14,1.1,5,-2,0,-1,14,-7
NNS(=O)(=O)c1ccc(Sc2ccccn2)c([N+](=O)[O-])c1,3,-1,12,-0.5,-3,-5,2,-1,-12,0
Cc1cc(C)c2c(CC(=O)N(CCC#N)Cc3cccnc3)coc2c1,1,2,-14,0.5,-2,1,-12,-13,14,-5
CN(C)c1ccc(C2C=C(c3ccc(Cl)cc3OC(F)F)Nc3ncnn32)cc1 (stereo not drawn),-1,-4,-39,2.1,4,2,-8,-6,39,-7
CC1CCN(c2ccc(-c3ccc(NC(=O)c4ccco4)cc3)nn2)CC1,0,0,-53,0.1,14,-5,7,0,53,3
CC(OC(=O)c1cc(=O)[nH]c2ccccc12)C(=O)Nc1ccccc1F (stereo not drawn),-4,6,-16,0.9,17,-8,7,2,16,-4
CCn1c(=O)cc(SCC(=O)N2CCN(c3ccccc3F)CC2)c2ccccc21,3,-7,-43,1.0,-4,-8,-6,-17,43,-1
Cc1ccc(C=Nc2ccccc2C(=O)Nc2ccccc2)cc1,0,-2,22,-0.6,5,-2,-8,-3,-22,-2
Nc1c([N+](=O)[O-])cc(-c2cnc[nH]2)cc1[N+](=O)[O-],5,0,22,0.5,28,0,3,6,-22,-1
O=C(O)C1CCCN1S(=O)(=O)c1ccc2ccccc2c1 (stereo not drawn),-4,-2,11,1.7,0,2,7,6,-11,-2
Cc1cc(NC(=O)CSCC(=O)OCC(=O)Nc2ccc(OC(F)F)cc2)no1,-2,-5,11,0.2,-8,-4,-8,-9,-11,1
Cc1cc(OC(=O)c2cc(Cl)ccc2Cl)c([N+](=O)[O-])c(=O)[nH]1,4,x,29,0.1,8,-7,-7,-11,-29,1
Cc1ccc(N(C)C(=O)CN(C)S(=O)(=O)c2ccc3c(c2)n(C)c(=O)c(=O)n3C)cc1,2,20,25,-0.5,-7,3,-4,-11,-25,-1
Cc1csc(NS(=O)(=O)c2ccc(Cl)cc2)n1,4,9,2,2.7,3,-1,-3,-10,-2,3
O=C(Nc1ccc2c(c1)OCO2)c1cccc(S(=O)(=O)N2CCCC2)c1,-2,2,-4,1.3,-3,7,3,0,4,0
N#Cc1c(NC(=O)c2ccc(-c3ccccc3[N+](=O)[O-])o2)sc2c1CCCC2,-6,1,-60,-0.4,7,1,2,24,60,-5
CN(C)c1ccc(C(CC(=O)O)NC(=O)c2ccc(Cl)cc2)cc1 (stereo not drawn),0,0,30,0.5,3,-2,-2,-11,-30,-2
Cc1occc1-c1nc(-c2ccncc2)no1,1,1,23,-1.9,2,0,-12,-9,-23,-6
O=C(NC1CCCCC1)C(c1ccccn1)N(C(=O)c1csnn1)c1ccccc1 (stereo not drawn),1,-3,10,-1.0,-9,3,-7,-8,-10,4
O=C(c1ccc2c(c1)OCO2)N(c1ccc(F)cc1)C1C=CS(=O)(=O)C1 (stereo not drawn),1,0,5,1.5,4,-13,0,-7,-5,3
Cc1ccc(-c2csc(N(Cc3ccco3)C(=O)c3cccs3)n2)cc1,-18,-4,-55,-1.3,2,-5,-8,-10,55,-6

# Additional records follow.
SMILES,DAGLB inh,NSD2 inh,SR-BI DiI-HDL act,LANA DNA inh,Arr AP2 block,PKA-R2B activ,RTF Ca sens inh,PvdQ inh,SR-BI HDL uptake,Keap1 Nrf2 FP
COc1cc(OC)cc(C(=O)Nc2cccc(N3CCCC3)c2)c1,6,-2,-87,-1.6,29,-2,-16,2,87*,-2
CCOc1ccc(/C(O)=C2/C(=O)C(=O)N(c3ccccn3)C2c2ccc(F)cc2)c(C)c1 (stereo not drawn),3,2,39,0.2,-11,-2,0,-5,-39,-3
COc1ccccc1Cn1nnc2c(=O)[nH]c(C3CCN(C(=O)c4ccc(C)cc4)CC3)nc21,-1,0,x,0.3,-4,3,0,-2,x,2
C/C(=N\NC(=O)c1cccc(S(=O)(=O)N2CCOCC2)c1)c1ccc(OC(F)F)cc1,0,-2,-57,0.7,-1,-4,-3,-2,57,-2
O=C1C2CCCN2C(=O)N1CCCN1CCN(c2ccc([N+](=O)[O-])cc2)CC1 (stereo not drawn),0,1,-94,1.7,9,5,-8,-13,94*,-1
CCCCOC(=O)Nc1nc2ccc(OC)cc2s1,-3,-1,-11,-0.8,6,-1,9,-4,11,-4
CC1CCCCN1S(=O)(=O)c1cccc2cccnc12 (stereo not drawn),-2,x,16,-0.3,-5,-4,-9,-15,-16,-1
CCOC(=O)C1(CC2CCCCO2)CCN(S(=O)(=O)c2cccc(F)c2)CC1 (stereo not drawn),-4,0,2,-0.9,-17,1,-5,-7,-2,-9
CCC(NC(=O)c1ccccc1NC(=O)C(C)(C)C)C(=O)N1CCCC1 (stereo not drawn),1,-3,x,0.3,-25,6,2,-5,x,-3
CC(=O)c1cc2c(cc1NC(=O)c1ccc(-n3nc(C)cc3C)cc1)OCO2,-1,9,x,-0.7,-10,-1,-1,5,x,3
Cn1cc(NC(=O)OCc2ccc(Cl)cc2)c(C(F)(F)F)n1,-6,-4,-25,-1.9,-23,-3,-2,-14,25,-4
OCC[C@H]1C[C@H](O)[C@@H](O)[C@@]2(CCCO2)O1,0,x,15,-0.4,2,-18,5,-17,-15,1
O=C(CNC(=O)c1cccs1)NCC(=O)OCc1c(F)cccc1Cl,x,10,4,0.3,-50,x,x,-11,-4,-3
CSc1nnc(-c2ccccc2)n1N,-3,-6,17,1.2,29,-5,-5,10,-17,-2
Cc1nc2ccc(NC(=O)c3nn(CC(C)C)c(=O)c4ccccc34)cc2s1,-2,-2,-7,1.1,2,4,-4,-8,7,-2
CC(=O)c1ccc(NC(=O)Nc2ccc(Cl)cc2)cc1,1,x,-32,-0.5,10,5,-13,3,32,2
CC(C)CCn1c(=O)c2ccccc2n2c(CN(C)Cc3ccccc3)nnc12,-2,0,-9,-1.1,-3,4,6,-3,9,0
CCOc1ccc(OCC)c(NC(=O)Cn2c(C)nc3ccccc3c2=O)c1,x,4,0,1.1,6,x,x,-12,0,-4
COc1ccc(-c2cc(-c3ccc(OC)cc3)c(C#N)c(SC)n2)cc1,-4,2,-80,-0.2,10,2,-5,3,80*,1
COc1ccc(CC(=O)OCC(=O)Nc2ncc(Cl)cc2Cl)cc1OC,-1,-2,20,0.3,29,4,-3,2,-20,3
CNC(=O)CSc1nc(SC)ns1,-3,-8,17,-0.5,-18,2,-8,-12,-17,-2
CCOc1ccc2nc(NC(=O)CSc3nc(-c4ccccc4)c(C#N)c(=O)[nH]3)sc2c1,21,-1,10,-0.6,4,-1,-3,-4,-10,-3
CCCCN1C2CCCC1CC(NC(=O)C1CCCCC1)C2 (stereo not drawn),-3,x,40,0.8,16,0,-8,-7,-40,-2
CC1CCCC(NC(=O)NC(=O)COC(=O)C2=NN(c3ccccc3)C(=O)CC2)C1C (stereo not drawn),-4,1,-6,-1.0,-6,5,-2,-7,6,-9
FC(F)(F)c1ccccc1NC(=S)NN1CCOCC1,0,6,18,0.1,17,-1,-11,-5,-18,1

# (next part)
SMILES,DAGLB inh,NSD2 inh,SR-BI DiI-HDL act,LANA DNA inh,Arr AP2 block,PKA-R2B activ,RTF Ca sens inh,PvdQ inh,SR-BI HDL uptake,Keap1 Nrf2 FP
N/C(=N\OC(=O)c1ccc(Cl)cc1[N+](=O)[O-])c1cccnc1,-1,15,5,-1.6,9,-18,2,-13,-5,-3
Cc1cc(C)cc(C(=O)NCC(=O)OCN2C(=O)c3ccccc3C2=O)c1,-1,-2,4,-1.4,-5,-1,-10,-22,-4,-7
Cc1ccc(N/N=C(\C#N)C(=N)N2CCCCC2)cc1,1,4,13,-0.4,-16,5,3,-5,-13,5
CN(Cc1ccccc1)C(=O)c1ccc(NC(=O)Cc2ccc(NC(=O)C3CCN(C(=O)C4CCCCC4)CC3)cc2)cc1,-2,x,-2,-3.5,10,9,1,-17,2,-5
O=c1[nH]nc(-c2n[nH]c(=O)o2)o1,4,2,0,0.6,-8,-3,-7,-8,0,3
CSCCC(NS(=O)(=O)c1ccc2c(c1)oc(=O)n2C)C(=O)NCc1ccc(C)cc1 (stereo not drawn),1,-1,x,0.1,32,-11,-3,-4,x,-1
CC(C)(C)c1ccc(C(=O)N2CCCC2)s1,-2,-3,-2,-0.7,41,-7,-3,8,2,-1
O=C(Nc1ccc(-c2nc3ccccc3o2)cc1)c1cc(-n2cnnc2)ccc1Cl,2,-2,-73,4.5,2,7,-5,-4,u,-1
CC(=O)N1CCC(=O)Nc2ccc([N+](=O)[O-])cc21,1,-2,-6,0.4,7,-7,-6,-6,6,4
Cc1ccc(C(c2nnnn2CS(=O)(=O)c2ccc(C)cc2)N2CCC(C)CC2)cc1 (stereo not drawn),-7,x,-4,-1.2,-3,-9,2,-9,4,3
CC(=O)NC1CC2CCCC(C1)N2S(=O)(=O)c1cccc(F)c1 (stereo not drawn),3,-1,18,2.1,15,-1,-15,-14,-18,-4
O=[N+]([O-])c1cccc(/C=N/NS(=O)(=O)c2ccccc2)c1,-1,35,12,-1.0,38,13,6,-3,-12,-1
O=C(CCn1c(SCC(=O)c2ccccc2)nc2ccccc2c1=O)NCc1ccc(F)cc1,-4,-1,13,-0.3,18,-3,6,4,-13,0
CCOC(=O)C(=O)Nc1ncc(Cl)s1,-1,-2,-2,-0.4,-4,0,-16,18,2,2
CCn1c(SC)nnc1C1CCCN(CC(=O)Nc2ccccc2N2CCOCC2)C1 (stereo not drawn),1,-3,-3,1.9,-15,-8,-4,-12,3,3

# Two records drawn at random from the list so far, as already listed:
SMILES,DAGLB inh,NSD2 inh,SR-BI DiI-HDL act,LANA DNA inh,Arr AP2 block,PKA-R2B activ,RTF Ca sens inh,PvdQ inh,SR-BI HDL uptake,Keap1 Nrf2 FP
NNS(=O)(=O)c1ccc(Sc2ccccn2)c([N+](=O)[O-])c1,3,-1,12,-0.5,-3,-5,2,-1,-12,0
O=C(Nc1ccc2c(c1)OCO2)c1cccc(S(=O)(=O)N2CCCC2)c1,-2,2,-4,1.3,-3,7,3,0,4,0
